Screens (PubChem)
zVAD death inh: L929 zVAD cell death inhibition; L929 zVAD necroptosis rescue, ATP luminescence, 24 h; with zVAD 60 µM; 220,000 tested, 0.38% active; viability rescue, % at 10 µM;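 active = activation, scaled between plate controls, above about 75%, limit read from the data; inactive = activation under that limit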;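 also: 0% = zVAD with DMSO and 100% = DMSO alone without zVAD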
Rad51 HR inh: blocks human Rad51 in homologous recombination; 200,000 tested, 0.085% active; inhibition, % at 10 µM; hRad51 DNA strand exchange, fluorescence dequenching; Q06609;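 active = inhibition above 40% at the single screening dose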;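 also: 0% = DMSO control wells and 100% = blanks with heterologous ssDNA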
Target sequence (Q06609 whole entry, looked up): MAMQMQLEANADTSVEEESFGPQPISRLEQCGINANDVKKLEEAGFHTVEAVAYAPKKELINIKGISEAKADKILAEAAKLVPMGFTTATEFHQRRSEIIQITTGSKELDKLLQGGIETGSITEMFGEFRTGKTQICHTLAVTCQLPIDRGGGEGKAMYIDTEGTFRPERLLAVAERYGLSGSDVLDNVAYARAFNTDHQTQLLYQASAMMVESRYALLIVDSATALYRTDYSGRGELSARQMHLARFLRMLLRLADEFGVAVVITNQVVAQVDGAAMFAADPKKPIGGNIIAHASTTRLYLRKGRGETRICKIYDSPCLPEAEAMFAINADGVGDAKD
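Test system – preformed human Rad51 ssDNA filaments · Reagent – Donor/quencher-labelled 47-bp dsDNA substrate · Incubation – 37 °C 15-min filament assembly, 30-min compound preincubation, 15-min exchange · Signal – FRET fluorescence dequenching, excitation 485 nm, emission 520 nm · Read-out – percent inhibition from fluorescence, normalised to plate control and blank means · Benchmarks – plate control and blank wells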
Hck-Nef inh: inhibitors of human Hck kinase activated by Nef; Recombinant Hck-YEEI plus Nef, Z-Lyte FRET kinase assay; inhibition, % at 20 µM; 220,000 tested, 0.68% active;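 active = Hck-Nef kinase inhibition above about 50%, limit read from the data; inactive = inhibition below that limit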;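 also: 0% = DMSO with Hck plus Nef and 100% = Hck alone without Nef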
Target sequence (P08631 whole entry, looked up): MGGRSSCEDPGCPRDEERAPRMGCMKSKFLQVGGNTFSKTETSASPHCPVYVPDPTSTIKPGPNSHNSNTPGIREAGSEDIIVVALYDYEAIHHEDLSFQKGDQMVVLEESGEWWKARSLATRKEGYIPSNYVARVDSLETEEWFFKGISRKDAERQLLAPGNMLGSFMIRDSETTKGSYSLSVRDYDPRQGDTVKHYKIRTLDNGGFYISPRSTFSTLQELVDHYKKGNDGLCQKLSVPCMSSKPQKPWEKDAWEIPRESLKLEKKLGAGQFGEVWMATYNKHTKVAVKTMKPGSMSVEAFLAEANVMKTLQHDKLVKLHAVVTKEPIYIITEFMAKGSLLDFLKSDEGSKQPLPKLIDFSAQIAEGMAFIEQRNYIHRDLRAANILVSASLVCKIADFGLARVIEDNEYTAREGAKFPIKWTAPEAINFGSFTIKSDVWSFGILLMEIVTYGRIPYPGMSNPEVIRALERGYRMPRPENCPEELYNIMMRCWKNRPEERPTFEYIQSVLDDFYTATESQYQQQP
Tb hexokinase: blocks Trypanosoma brucei hexokinase 1 activity; 220,000 tested, 0.11% active; recombinant TbHK1, G6PDH-coupled NADH A340; AID 1430; inhibition, % at 10 µM;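 active = inhibition of 50% or more in the single-dose primary screen; inactive = inhibition below 50%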
14-3-3 Bad inh: disrupts binding of bovine 14-3-3 zeta to phospho-Bad peptide. TR-FRET 14-3-3zeta/Dy647-pBad peptide displacement, 1 h. 220,000 tested, 0.71% active. P63103. inhibition, % at 21.7 µM;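 active = inhibition above about 70%, limit read from the data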;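 also: 0% = full 14-3-3 plus peptide FRET controls and 100% = background without 14-3-3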
EP2 antag: inhibitors of human EP2 prostaglandin E2 receptor; C6 glioma cells expressing human EP2, cAMP TR-FRET; cells stimulated with saturating PGE2; inhibition, % at 25 µM; 260,000 tested, 0.52% active;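 active = percent inhibition above 40 after rounding to a whole number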;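 also: rat C6 glioma host cells with rolipram phosphodiesterase inhibitor present; the protocol text gives 20 µM as final concentration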
m-calpain inh: inhibitors of pig calpain II. purified calpain II, fluorogenic peptide substrate, 30 min. inhibition, % at 16 µM. 220,000 tested, 0.37% active;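 active = inhibition above about 50%, limit read from the data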
eIF4E-4G inh: eIF4E/eIF4G interaction inhibition in translation initiation | AID 782 | TR-FRET eIF4E-eIF4GI(517-606) binding, 2 h | inhibition, % at 21.7 µM | P63073+Q04637 | 220,000 tested, 0.37% active;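 active = inhibition above about 30%, limit read from the data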;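 also: 0% = full FRET control wells and 100% = background wells lacking eIF4GI fragment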
EP2 mod: modulators of human EP2 prostaglandin E2 receptor; P43116; 260,000 tested, 0.83% active; EP2-expressing cells, cAMP HTRF FRET, PGE2 co-stimulation; AID 940; induction, % at 25 µM;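 active = compounds whose cAMP rise, as percent of the full-agonist control response, exceeds 60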;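 also: rat C6 glioma line stably carrying human EP2 under a CMV promoter; the protocol text gives 20 µM as final concentration; 100% = response of wells given 1 µM PGE2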
* = called active by the depositor; x = not tested or not shown; & = joins results of further samples; [ ] = another dose, or the depositor's remark.

cpd	SMILES	EP2 mod	Rad51 HR inh	Hck-Nef inh	14-3-3 Bad inh	Tb hexokinase	m-calpain inh	EP2 antag	zVAD death inh	eIF4E-4G inh
1	CC(C)COC(=O)c1ccc(NC(=O)C2C3CCC(C3)C2C(=O)O)cc1 (stereo not drawn)	-4	-1	-4	6	4	-6	16	0.0	-8
2	CON/C=C(\C=Nc1ccc(Cl)cc1)c1ncc(C(F)(F)F)cc1Cl	56	-3	1	-1	-3	-26	6	1.1	-14
3	COc1ccccc1C/C(N)=N/OC(=O)c1cccs1	-31	0	-7	-2	-3	-4	8	1.9	3
4	O=C(COC(=O)c1ccccc1)Nc1ccccc1Br	23	19	20	-10	-5	-17	9	4.5	7
5	COc1ccc(-n2ncc3c(NCCCn4ccnc4)ncnc32)cc1	-12	1	8	-3	5	-62	3	1.5	-2[fluorescence artefact?]
6	Cn1c(-c2sc(=S)n(-c3ccccc3)c2N)nc2ccccc21	-40	4	0	0	-2	-81	10	-0.1	9[fluorescence artefact?]
7	Cn1nc(NC(=O)C(C)(C)C)c2c(F)cccc21	-5	8	9	0	-3	-14	5	0.8	-2
8	O=C(/C=C/c1ccccc1)NC(=S)Nc1ncccn1	-4	-5	17	19	-6	-20	1	0.7	19

Next part
cpd	SMILES	EP2 mod	Rad51 HR inh	Hck-Nef inh	14-3-3 Bad inh	Tb hexokinase	m-calpain inh	EP2 antag	zVAD death inh	eIF4E-4G inh
9	Cc1ccc(Nc2ccc(C(=O)NCCc3ccccc3)cn2)cc1	-84	-7	2	-21	30	3	7	0.8	3
10	Cn1c(CCN2CCCCCC2)nc2cc(NC(=O)Nc3ccccc3)ccc21	-19	9	-1	36	4	-11	9	11	-4
11	O=C(NNS(=O)(=O)c1ccccc1)c1ccc(S(=O)(=O)N2CCCCC2)cc1	33	x	2	3	4	-7	9	3.0	-2[fluorescence artefact?]
12	CCC(=O)N/C(N)=N/c1nc2ccccc2o1	-17	-6	8	-11	-6	-17	15	0.1	0
13	COc1cccc(C2CC(=O)C3=C(C2)Nc2ccccc2N(C(=O)CCC(=O)O)C3c2ccc(F)cc2)c1 (stereo not drawn)	36	-6	26	5	-60	-24	2	-0.9	2
14	Cc1ccc(NS(=O)(=O)c2cccc(C(=O)NCC(c3cccs3)N(C)C)c2)cc1 (stereo not drawn)	-24	2	16	-3	-2	9	9	1.4	1
15	Cc1ccc(Cn2ncn(-c3ccccc3)c2=O)cc1	17	6	0	-7	1	-10	8	0.4	-2
16	CC(=O)c1cccc(CN2CCC(CO)(CCCc3ccccc3)CC2)c1	-33	35	11	-11	2	-19	3	-0.3	-3

Entries of single compounds as entered above. Order of screens: EP2 mod, Rad51 HR inh, Hck-Nef inh, 14-3-3 Bad inh, Tb hexokinase, m-calpain inh, EP2 antag, zVAD death inh, eIF4E-4G inh
`O=C(NNS(=O)(=O)c1ccccc1)c1ccc(S(=O)(=O)N2CCCCC2)cc1` is listed with 33, x, 2, 3, 4, -7, 9, 3.0, -2[fluorescence artefact?]
`CCC(=O)N/C(N)=N/c1nc2ccccc2o1` is listed with -17, -6, 8, -11, -6, -17, 15, 0.1, 0

Carrying on.
cpd	SMILES	EP2 mod	Rad51 HR inh	Hck-Nef inh	14-3-3 Bad inh	Tb hexokinase	m-calpain inh	EP2 antag	zVAD death inh	eIF4E-4G inh
17	COC(=O)c1sccc1NC(=O)c1cc(-c2cc(C)ccc2C)nc2ccccc12	37	5	1	4	-11	-16	9	-0.1	-13
18	CCOC(=O)c1ccc(N2C(=O)C3CC=CCC3C2=O)cc1 (stereo not drawn)	3	12	-1	1[fluorescence artefact?]	-3	6	11	0.2	-8[fluorescence artefact?]
19	CCc1cccc(NC(=O)Cn2c(-c3ccccc3)cc(C(C)=O)c2C)c1	12	-5	1	-22	1	6	6	0.8	10
20	CC1CCCC(C)N1C(=S)NCc1ccco1 (stereo not drawn)	-14	9	0	-2	-7	4	4	-1.3	1
21	CCC(C)C(NS(=O)(=O)c1ccc(C)cc1)C(=O)O (stereo not drawn)	43	30	22	-10	-1	-27	13	4.5	3
22	CC(C)(C)n1nc2c(c1NC(=O)c1ccc(Br)cc1)CS(=O)C2 (stereo not drawn)	11	2	0	-1	2	-10	13	-0.5	-2
23	Cc1cc(C)c2c(-n3cccc3)c(NC(=O)OC(C)C)sc2n1	28	7	3	17	5	-12	11	-0.2	-2
24	O=[N+]([O-])c1cccnc1NCc1cccs1	21	3	15	3	1	28	3	-0.5	-1

The list continues:
cpd	SMILES	EP2 mod	Rad51 HR inh	Hck-Nef inh	14-3-3 Bad inh	Tb hexokinase	m-calpain inh	EP2 antag	zVAD death inh	eIF4E-4G inh
25	COC(=O)/C(=C1/Oc2cc(C)oc(=O)c2S1)C(F)(F)F	-42	4	-1	-7	-11	0	17	-2.5	-7
26	CCn1ncc(Br)c1C(=O)N(C)C12CC3CC(CC(C3)C1)C2	41	1	2	-3	-2	-2	7	0.1	6
27	O=C(COc1ccc(Br)cc1)Nc1ccc(Cc2ccncc2)cc1	-65	11	-4	-6	-3	27	8	3.1	0
28	CCc1c(C#N)c(SCCC(=O)Nc2ccc(OC)cc2)nc2c1C(=O)CC(C)(C)C2	16	2	-1	-1	2	24	9	-0.2	2
29	CSc1nc(N2CCOCC2)c2c(c1C#N)CCCCC2	56	-6	8	-5	5	-5	9	-1.1	-7
30	Cc1noc2ncnc(Sc3ccc(Br)cc3)c12	-5	-3	8	2	-3	13	6	-1.0	2
31	CCC(C)(C)n1nnnc1C(c1ccc(C)cc1)N1CCN(C(=O)c2ccco2)CC1 (stereo not drawn)	6	-3	-9	-2[fluorescence artefact?]	-7	14	12	x	-5
32	O=[N+]([O-])c1cccc(C2=NCCC(c3ccccc3)O2)c1 (stereo not drawn)	-9	2	-7	2	-1	24	8	1.7	-5

Going on with the list:
cpd	SMILES	EP2 mod	Rad51 HR inh	Hck-Nef inh	14-3-3 Bad inh	Tb hexokinase	m-calpain inh	EP2 antag	zVAD death inh	eIF4E-4G inh
33	CCN(Cc1ccccc1)C(=S)Nc1cc(C(=O)OC)ccc1C(=O)OC	31	13	5	-12	-13	-4	10	-0.4	4
34	COc1ccc(-c2ccc(SCC(=O)N3c4ccccc4CC3C)nn2)cc1OC (stereo not drawn)	-23&-44	3	4	-7	-7	4	27&14	0.0	-3[fluorescence artefact?]
35	FC(F)(F)c1cccc(N2CCN(Cc3ccoc3)CC2)c1	11	-6	-2	42	1	-34	1	0.9	2
36	O=C(c1ccco1)N1CCN(CCOc2ccccc2)CC1	6	-6	-3	-1	-6	27	2	-0.6	4
37	COc1ccc(NC(=O)CCCNS(=O)(=O)c2cccs2)cc1	-7	-5	-10	4	5	7	6	1.9	-2
38	NC(=O)C[n+]1cccc(/C=N/O)c1	20	-41	10	6	5	12	5	0.0	1
39	O=C(CSc1nnc(-c2cccnc2)n1-c1ccccc1)Nc1ccc2c(c1)OCO2	15	-3	-1	0[fluorescence artefact?]	2	4	10	-0.3	3
40	O=C(CS(=O)(=O)Cc1ccccc1)NCC1CCCO1 (stereo not drawn)	8	-5	-1	-8	1	15	3	0.2	-28

Next section.
cpd	SMILES	EP2 mod	Rad51 HR inh	Hck-Nef inh	14-3-3 Bad inh	Tb hexokinase	m-calpain inh	EP2 antag	zVAD death inh	eIF4E-4G inh
41	CNC(=O)NC(=O)C(C)OC(=O)c1c2c(nc3ccccc13)/C(=C/c1cccs1)CC2 (stereo not drawn)	10	-20	2	-9[fluorescence artefact?]	-12	-32	9	1.1	-1
42	O=C(OCc1ccccc1)C1=NNC2C(=O)N(Cc3ccccc3)C(=O)C12 (stereo not drawn)	-40	15	-11	0	3	38	11	0.1	0
43	CC(C)(C)NC(=O)Cn1nnc(-c2ccc(Cl)cc2)n1	1	5	0	7	1	-19	0	84*	-4
44	CCOC(=O)CCNC(=O)N1CCCC(C(=O)c2ccc3c(c2)OCO3)C1 (stereo not drawn)	-10	30	12	-14	-10	-24	4	0.6	6
45	CC(C)Cn1c(=O)oc2ccccc21	46	7	18	-8	-6	-32	13	2.7	4
46	Cc1cc(NC(=O)CSc2nc3c(cc2C#N)CCCC3)no1	0	x	1	-2	0	-1	6	-0.6	-5
47	COCc1nc2ccccc2n1Cc1cccc(C)c1	23	-4	-1	-8	0	-16	11	-0.2	2
48	CN(Cc1ccccc1)C(=O)c1ccc2c(c1)NC(=O)C(N1CCOCC1)S2 (stereo not drawn)	-16	1	-10	4	6	12	3	-0.3	-1

Next results
cpd	SMILES	EP2 mod	Rad51 HR inh	Hck-Nef inh	14-3-3 Bad inh	Tb hexokinase	m-calpain inh	EP2 antag	zVAD death inh	eIF4E-4G inh
49	Cc1ccc(C(c2nnnn2C2CCCCC2)N(C)C2CCCCC2)cc1 (stereo not drawn)	55	7	0	-3	1	-5	8	0.2	4
50	Cc1cccn2c(=O)c(/C=C(\C#N)C(=O)NCc3ccco3)c(N3CCOCC3)nc12	7	10	20	-2	-20	21	-1	0.8	2
51	O=C(N/N=C/c1c[nH]c2ccccc12)C1CC1(c1ccccc1)c1ccccc1 (stereo not drawn)	17	-7	-2	-5[fluorescence artefact?]	6	6	4	0.3	-2
52	O=C(O)CCCCCNS(=O)(=O)c1cccc2nsnc12	-6	0	-1	5	-15	-37	9	-0.1	5
53	O=C(Nc1ccc(S(=O)(=O)N2CCc3ccccc32)cc1)c1ccco1	-66	6	-1	-10	-22	-52	9	0.1	-10
54	Cc1ccc(Cn2c([N+](=O)[O-])cnc2C)cc1	14	8	1	-14[fluorescence artefact?]	-6	22	6	-0.7	4
55	O=[N+]([O-])c1ccc(O)c2cccnc12	36	7	20	-20	-11	-10	4	1.3	2
56	O=C1N(Cc2cccc(Cl)c2)C[C@@H]2C[C@@H](c3cccn3-c3nccs3)N3CCC[C@@]123	29	-26	-14	1	0	6	2	-1.4	2
57	CCC(CC)C(=O)NCCc1cc2ccc(OC)cc2[nH]c1=O	14	x	-1	8	-21	-19	x	0.2	-1[fluorescence artefact?]

4 compounds picked at random from those above, as already listed:
cpd	SMILES	EP2 mod	Rad51 HR inh	Hck-Nef inh	14-3-3 Bad inh	Tb hexokinase	m-calpain inh	EP2 antag	zVAD death inh	eIF4E-4G inh
52	O=C(O)CCCCCNS(=O)(=O)c1cccc2nsnc12	-6	0	-1	5	-15	-37	9	-0.1	5
53	O=C(Nc1ccc(S(=O)(=O)N2CCc3ccccc32)cc1)c1ccco1	-66	6	-1	-10	-22	-52	9	0.1	-10
57	CCC(CC)C(=O)NCCc1cc2ccc(OC)cc2[nH]c1=O	14	x	-1	8	-21	-19	x	0.2	-1[fluorescence artefact?]
56	O=C1N(Cc2cccc(Cl)c2)C[C@@H]2C[C@@H](c3cccn3-c3nccs3)N3CCC[C@@]123	29	-26	-14	1	0	6	2	-1.4	2

Only part of the results is shown, so the mix of outcomes need not match the whole.
